High-throughput results deposited in PubChem by Broad Institute.
NFkB binder – binds human NF-kappa-B p105 on microarray. Small molecule microarray, anti-His fluorescence binding. calls only. 1.3% of 17,000 active. P19838. AID 624139;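 active means spot fluorescence over background significantly raised, with a chance value under 7% in all four replicate spots of the compound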;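 further: probe protein is his-tagged human p50 processed subunit at 1 µg/ml; raw spot fluorescence signals with no normalization applied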
Target sequence (P19838 1-433 limits assumed): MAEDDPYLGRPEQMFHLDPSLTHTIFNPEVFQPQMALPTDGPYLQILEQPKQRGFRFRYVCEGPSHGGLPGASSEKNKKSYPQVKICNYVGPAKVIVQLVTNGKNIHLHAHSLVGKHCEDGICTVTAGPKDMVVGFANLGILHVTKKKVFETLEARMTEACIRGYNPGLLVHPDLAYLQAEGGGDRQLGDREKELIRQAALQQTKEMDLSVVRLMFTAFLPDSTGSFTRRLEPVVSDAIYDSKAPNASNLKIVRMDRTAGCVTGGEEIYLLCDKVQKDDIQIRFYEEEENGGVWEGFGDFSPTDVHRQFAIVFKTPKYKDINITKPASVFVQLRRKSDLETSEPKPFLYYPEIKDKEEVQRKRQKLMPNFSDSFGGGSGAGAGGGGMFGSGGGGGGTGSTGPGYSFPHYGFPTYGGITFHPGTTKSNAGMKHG
Calls only. These rows are one share of the data; count on the stated rates, not on these rows.

Start of the data: the first 2 entries (preview)
`Cc1ccc(S(=O)(=O)N(C)C[C@H]2Oc3ccc(NC(=O)NC4CCCCC4)cc3CC(=O)N([C@@H](C)CO)C[C@H]2C)cc1` gave NFkB binder inactive.
`C=CCn1c(SCc2ccccc2C#N)nnc1-c1ccccc1O` gave NFkB binder inactive.

The whole of this part, repeating the preview:
`Cc1ccc(S(=O)(=O)N(C)C[C@H]2Oc3ccc(NC(=O)NC4CCCCC4)cc3CC(=O)N([C@@H](C)CO)C[C@H]2C)cc1` gave NFkB binder inactive.
`C=CCn1c(SCc2ccccc2C#N)nnc1-c1ccccc1O` gave NFkB binder inactive.
For C[C@H](CO)N1C[C@H](C)[C@@H](CN(C)C)OCCCC[C@H](C)Oc2ccc(NC(=O)CCCN(C)C)cc2C1=O the results were NFkB binder inactive.
For COc1cc(CO)ccc1OCc1cccc(C(=O)O)c1 the results were NFkB binder inactive.
`C[C@@H]1CN([C@@H](C)CO)C(=O)Cc2cc(NS(=O)(=O)c3ccc(Cl)cc3)ccc2O[C@H]1CN(C)C(=O)NC1CCCCC1` gave NFkB binder inactive.
`C[C@H](CO)N1C[C@H](C)[C@H](CN(C)C(=O)Nc2ccccc2)Oc2ccc(NC(=O)Nc3ccccc3)cc2C1=O` gave NFkB binder inactive.
`Nc1cc(N)nc(SCc2cccnc2)n1` gave NFkB binder inactive.
CCNC(=O)N1CCN(CCCC(c2ccc(F)cc2)c2ccc(F)cc2)CC1 was read as NFkB binder inactive.
C[C@@H]1CN([C@H](C)CO)C(=O)Cc2cc(NS(=O)(=O)c3ccc(F)cc3)ccc2O[C@H]1CN(C)S(=O)(=O)c1cn(C)cn1 was read as NFkB binder inactive.
C=C1C(=O)O[C@H]2C1[C@H](OC(=O)/C(C)=C/CO)C/C(C)=C\CC[C@@]1(CO)OC21 (some centres not stated) was read as NFkB binder inactive.
Screening CC(CNC(=O)c1ccco1)NC(=O)c1ccco1 (configuration not stated) returned NFkB binder inactive.
For O=C(C1=C[C@@H](c2ccc(C(F)(F)F)cc2)C[C@@H](OCCCCO)O1)N1CCN(Cc2ccc3c(c2)OCO3)CC1 the results were NFkB binder inactive.
Screening c1ccc(-c2cc3ccccc3[nH]2)cc1 returned NFkB binder inactive.
`COc1ccc(NC(=O)Nc2ccc3c(c2)CC(=O)N([C@@H](C)CO)C[C@H](C)[C@H](CN(C)Cc2ccc(-c4ccccc4)cc2)O3)cc1` gave NFkB binder inactive.
CC(C)C(NC=O)C(=O)N1CCC2Oc3ccc(cc3)/C=C\NC(=O)C(Cc3ccccc3)NC(=O)C21 (configuration not stated) was read as NFkB binder inactive.

Reprinted from the part before: 4 compounds, then new ones.
For O=C(C1=C[C@@H](c2ccc(C(F)(F)F)cc2)C[C@@H](OCCCCO)O1)N1CCN(Cc2ccc3c(c2)OCO3)CC1 the results were NFkB binder inactive.
Screening c1ccc(-c2cc3ccccc3[nH]2)cc1 returned NFkB binder inactive.
`COc1ccc(NC(=O)Nc2ccc3c(c2)CC(=O)N([C@@H](C)CO)C[C@H](C)[C@H](CN(C)Cc2ccc(-c4ccccc4)cc2)O3)cc1` gave NFkB binder inactive.
CC(C)C(NC=O)C(=O)N1CCC2Oc3ccc(cc3)/C=C\NC(=O)C(Cc3ccccc3)NC(=O)C21 (configuration not stated) was read as NFkB binder inactive.
CCOC(=O)CC(c1ccccc1)S(=O)(=O)O (configuration not stated) was read as NFkB binder inactive.
`O=C(COc1ccc(F)cc1)Nc1ncccn1` gave NFkB binder inactive.
Screening C[C@@H]1CN([C@H](C)CO)C(=O)Cc2cc(NC(=O)C3CC3)ccc2O[C@H]1CN(C)Cc1ccncc1 returned NFkB binder inactive.
Screening C[C@H](CO)N1C[C@H](C)[C@@H](CN(C)C(=O)NC2CCCCC2)Oc2ccc(NC(=O)Cc3ccccc3)cc2C1=O returned NFkB binder inactive.
Screening O=C(CNC(=O)c1cn(-c2ccccc2)nc1-c1ccccc1)c1ccccc1 returned NFkB binder inactive.
For C[C@@H]1CN([C@H](C)CO)C(=O)Cc2cc(NC(=O)Nc3ccccc3)ccc2O[C@@H]1CN(C)C(=O)Nc1ccccc1 the results were NFkB binder inactive.
For C[C@H](CO)N1C[C@H](C)[C@H](CN(C)S(=O)(=O)c2cn(C)cn2)OCCCC[C@H](C)Oc2ccc(NC(=O)CCCN(C)C)cc2C1=O the results were NFkB binder inactive.
Screening COc1ccc(CN(C)C[C@H]2Oc3ccc(NS(=O)(=O)c4ccc(OC)cc4)cc3CC(=O)N([C@H](C)CO)C[C@@H]2C)cc1 returned NFkB binder inactive.
Screening CC(C)=CCN[C@H](CO)c1ccccc1 returned NFkB binder inactive.
`COc1ccc(C2CC(=O)c3ccc(OC)cc3O2)cc1` (configuration not stated) gave NFkB binder inactive.
`C[C@H]1CN([C@@H](C)CO)C(=O)c2cccc(NS(C)(=O)=O)c2O[C@H]1CN(C)Cc1ccc2c(c1)OCO2` gave NFkB binder inactive.
Screening CCOC(=O)CNc1nc2ccccc2n2cnnc12 returned NFkB binder inactive.
`C=C(CO)C(=O)O[C@H]1C[C@@]2(C)OC(=O)/C(=C/C)[C@@]23CC[C@@](C)(O)CC(=O)[C@@]1(C(=C)C(=O)OC)O3` gave NFkB binder inactive.
Cc1noc(C)c1S(=O)(=O)N(C)C[C@H]1OCCCC[C@@H](C)Oc2ccc(NC(=O)CCCN(C)C)cc2C(=O)N([C@@H](C)CO)C[C@H]1C was read as NFkB binder inactive.
Screening CC(C)NC(=O)N(C)C[C@H]1OCCCC[C@H](C)Oc2ccc(NC(=O)Nc3cccc4ccccc34)cc2C(=O)N([C@@H](C)CO)C[C@H]1C returned NFkB binder inactive.
C[C@H]1CN([C@@H](C)CO)C(=O)CCCn2cc(nn2)CO[C@@H]1CN(C)S(=O)(=O)c1ccc(Oc2ccccc2)nc1 was read as NFkB binder inactive.
For CSc1nc2ccc(S(=O)(=O)NCCOc3ccc(Cl)cc3)cc2s1 the results were NFkB binder inactive.
COc1ccc(S(=O)(=O)N(C)C[C@H]2Oc3ccc(NC(=O)Cc4cn(C)c5ccccc45)cc3C(=O)N([C@@H](C)CO)C[C@@H]2C)cc1 was read as NFkB binder inactive.
For C[C@@H]1CN([C@@H](C)CO)C(=O)c2cc(NC(=O)CCC(F)(F)F)ccc2O[C@H]1CN(C)C(=O)Nc1ccccc1 the results were NFkB binder inactive.
C[C@H]1CCCCO[C@H](CN(C)CC2CC2)[C@@H](C)CN([C@@H](C)CO)C(=O)c2cc(NS(=O)(=O)c3ccccc3)ccc2O1 was read as NFkB binder inactive.
For C[C@@H]1CN([C@H](C)CO)C(=O)CCCn2cc(nn2)CO[C@H]1CN(C)S(=O)(=O)c1ccc(Oc2ccccc2)cc1 the results were NFkB binder inactive.
Cc1noc(C)c1NC(=O)N(C)C[C@H]1Oc2ccc(NC(=O)CCC(F)(F)F)cc2CC(=O)N([C@@H](C)CO)C[C@H]1C was read as NFkB binder inactive.
`Cc1cccnc1NC(=O)C(C)Oc1ccccc1` (configuration not stated) gave NFkB binder inactive.
For C[C@@H]1CN([C@@H](C)CO)C(=O)Cc2cc(NC(=O)NC3CCCCC3)ccc2O[C@H]1CN(C)Cc1ccc2c(c1)OCO2 the results were NFkB binder inactive.
COc1ccc(CN(C)C[C@H]2Oc3c(NC(=O)c4nc5ccccc5s4)cccc3C(=O)N([C@@H](C)CO)C[C@@H]2C)cc1 was read as NFkB binder inactive.
CC(C)(C)[C@H]1C=C(C(=O)N2CCN(Cc3ccc4c(c3)OCO4)CC2)O[C@@H](OCc2ccc(CO)cc2)C1 was read as NFkB binder inactive.
For CC(C)NC(=O)Nc1ccc2c(c1)C(=O)N([C@H](C)CO)C[C@H](C)[C@@H](CN(C)Cc1ccccc1)O2 the results were NFkB binder inactive.
`COC(=O)N(C)C[C@H]1OCc2cnnn2CCCC(=O)N([C@H](C)CO)C[C@H]1C` gave NFkB binder inactive.
Screening C[C@H]1CN([C@@H](C)CO)C(=O)c2cccc(NC(=O)Nc3cccc4ccccc34)c2O[C@H]1CN(C)S(=O)(=O)c1cccs1 returned NFkB binder inactive.
Screening C[C@@H]1CN([C@@H](C)CO)C(=O)Cc2cc(N(C)C)ccc2O[C@@H]1CN(C)C(=O)Nc1ccc2c(c1)OCO2 returned NFkB binder inactive.
For Cc1cc(C(=O)Nc2cccc3c2O[C@@H](CN(C)S(=O)(=O)c2cccs2)[C@@H](C)CN([C@H](C)CO)C3=O)n(C)n1 the results were NFkB binder inactive.
CC(C)NC(=O)N(C)C[C@@H]1OCCCC[C@H](C)Oc2ccc(NC(=O)C3CCCCC3)cc2C(=O)N([C@@H](C)CO)C[C@@H]1C was read as NFkB binder inactive.
For COc1ccc(S(=O)(=O)N(C)C[C@@H]2Oc3ccc(NC(=O)Nc4cccc5ccccc45)cc3CC(=O)N([C@H](C)CO)C[C@@H]2C)cc1 the results were NFkB binder inactive.
C[C@H]1CN([C@@H](C)CO)C(=O)c2cc(NS(C)(=O)=O)ccc2O[C@H]1CN(C)C(=O)Nc1ccc(F)cc1 was read as NFkB binder inactive.
C[C@H](CO)N1C[C@H](C)[C@@H](CN(C)C(=O)c2ccncc2)OCCCC[C@H](C)Oc2ccc(N(C)C)cc2C1=O was read as NFkB binder inactive.
Screening COc1ccc(NC(=O)CSc2nc3scc(C)c3c(=O)[nH]2)cc1 returned NFkB binder inactive.
Screening Cc1noc(C)c1NC(=O)N(C)C[C@@H]1Oc2ccc(NC(=O)NC3CCCCC3)cc2C(=O)N([C@H](C)CO)C[C@H]1C returned NFkB binder inactive.
Screening C[C@H](CO)N1C[C@H](C)[C@@H](CN(C)CC2CC2)Oc2c(NS(=O)(=O)c3cn(C)cn3)cccc2C1=O returned NFkB binder inactive.
For CCOC(=O)C1=C(C)Nc2ncnn2C1c1ccccc1[N+](=O)[O-] (configuration not stated) the results were NFkB binder inactive.
COc1ccc(-c2cc3c(c(-c4ccc(Oc5ccccc5)cc4)n2)[Si](C(C)C)(C(C)C)OC3)cn1 was read as NFkB binder inactive.
Screening O=C1N[C@@H](Cc2ccccc2)C(=O)N2[C@@H]1C[C@@H](C(=O)NCc1ccc(F)cc1)[C@H]2c1ccc(O)cc1 returned NFkB binder inactive.
`C[C@H](CO)N1C[C@H](C)[C@@H](CN(C)Cc2ccc(C(=O)O)cc2)Oc2ccc(NC(=O)NC3CCCCC3)cc2C1=O` gave NFkB binder inactive.
For C[C@@H]1CN([C@H](C)CO)C(=O)Cc2cc(NC(=O)CCC(F)(F)F)ccc2O[C@H]1CN(C)C(=O)Nc1cccc2ccccc12 the results were NFkB binder inactive.
`CNC[C@H]1OCCCC[C@H](C)Oc2ccc(NC(=O)Nc3ccccc3)cc2C(=O)N([C@@H](C)CO)C[C@@H]1C` gave NFkB binder inactive.
COc1cc(NC(=O)C(=O)NCCN2CCNCC2)c(OC)cc1Cl was read as NFkB binder inactive.
For C[C@@H]1CCCCO[C@@H](CN(C)C(=O)c2ccncc2)[C@@H](C)CN([C@H](C)CO)C(=O)c2cc(NS(=O)(=O)c3ccccc3)ccc2O1 the results were NFkB binder inactive.
Screening C[C@@H]1CN([C@H](C)CO)C(=O)c2cc(NC(=O)Cc3ccccc3)ccc2O[C@@H](C)CCCCO[C@@H]1CN(C)S(=O)(=O)c1cccs1 returned NFkB binder inactive.
For C[C@@H]1CN([C@H](C)CO)C(=O)Cc2cc(NC(=O)Nc3ccccc3)ccc2O[C@@H]1CN(C)C(=O)Nc1ccc(C(F)(F)F)cc1 the results were NFkB binder inactive.
Cc1ccc(S(=O)(=O)N(CC(=O)N(C)C)c2cccc([N+](=O)[O-])c2)cc1 was read as NFkB binder inactive.
Screening C[C@@H]1CCCCO[C@H](CN(C)Cc2ccccc2)[C@H](C)CN([C@@H](C)CO)C(=O)c2cc(NS(=O)(=O)c3cccs3)ccc2O1 returned NFkB binder inactive.
Screening C[C@@H]1CN([C@@H](C)CO)C(=O)Cc2cc(NC(=O)NC3CCCCC3)ccc2O[C@H]1CN(C)S(=O)(=O)c1ccccc1 returned NFkB binder inactive.
C#CCNC(=O)C1=C[C@H](c2ccccc2)[C@@H](CCCO)[C@H](OCC)O1 was read as NFkB binder inactive.
`CNC[C@@H]1Oc2ccc(NC(=O)C3CC3)cc2CC(=O)N([C@H](C)CO)C[C@@H]1C` gave NFkB binder inactive.
`Cc1c(Cl)cccc1NC(=O)CN1CCN(CCO)CC1` gave NFkB binder inactive.
Screening CC(C)NC(=O)Nc1ccc2c(c1)C(=O)N([C@H](C)CO)C[C@H](C)[C@@H](CN(C)S(=O)(=O)c1cccs1)OCCCC[C@H](C)O2 returned NFkB binder inactive.
Screening O=S(=O)(N[C@@H]1CCCN(Cc2ccc(OCCO)cc2)C1)c1cccc(F)c1 returned NFkB binder inactive.
For O=C(O)C1=C[C@H](c2csc3ccccc23)C[C@H](OCCCCO)O1 the results were NFkB binder inactive.
`COC(=O)c1c(NC(=S)Nc2ccc(S(=O)(=O)NC34CC5CC(CC(C5)C3)C4)cc2)sc2c1CCC2` gave NFkB binder inactive.
`Cc1ccc(S(=O)(=O)N(C)C[C@@H]2Oc3ccc(NC(=O)Nc4ccccc4)cc3CC(=O)N([C@@H](C)CO)C[C@@H]2C)cc1` gave NFkB binder inactive.
`O=Cc1ccc(NC(=O)CCCCCCC(=O)NOCc2ccccc2)cc1` gave NFkB binder inactive.

Quoted at random: 3 entries already listed
C[C@H]1CCCCO[C@H](CN(C)CC2CC2)[C@@H](C)CN([C@@H](C)CO)C(=O)c2cc(NS(=O)(=O)c3ccccc3)ccc2O1 was read as NFkB binder inactive.
Screening O=C(CNC(=O)c1cn(-c2ccccc2)nc1-c1ccccc1)c1ccccc1 returned NFkB binder inactive.
COc1ccc(CN(C)C[C@H]2Oc3c(NC(=O)c4nc5ccccc5s4)cccc3C(=O)N([C@@H](C)CO)C[C@@H]2C)cc1 was read as NFkB binder inactive.
